Wee1 degr inh: human Wee1 degradation inhibition, primary screen. reporter increase, % at 5 µM. AID 1321. hit rate 1.2% among 220,000. HeLa Luc-Wee1K328M stability, luciferase luminescence; 100% = proteasome inhibitor MG132 effect. P30291;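 active = activation above the mean of all tested compounds plus 3 SD, set per screening run, cut at about 8.8% in these data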;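 note: cells exposed to compound for 20 h before luminescence read; 0% = DMSO alone and 100% = MG132 at 30 µM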
Target sequence (P30291 whole entry K328M): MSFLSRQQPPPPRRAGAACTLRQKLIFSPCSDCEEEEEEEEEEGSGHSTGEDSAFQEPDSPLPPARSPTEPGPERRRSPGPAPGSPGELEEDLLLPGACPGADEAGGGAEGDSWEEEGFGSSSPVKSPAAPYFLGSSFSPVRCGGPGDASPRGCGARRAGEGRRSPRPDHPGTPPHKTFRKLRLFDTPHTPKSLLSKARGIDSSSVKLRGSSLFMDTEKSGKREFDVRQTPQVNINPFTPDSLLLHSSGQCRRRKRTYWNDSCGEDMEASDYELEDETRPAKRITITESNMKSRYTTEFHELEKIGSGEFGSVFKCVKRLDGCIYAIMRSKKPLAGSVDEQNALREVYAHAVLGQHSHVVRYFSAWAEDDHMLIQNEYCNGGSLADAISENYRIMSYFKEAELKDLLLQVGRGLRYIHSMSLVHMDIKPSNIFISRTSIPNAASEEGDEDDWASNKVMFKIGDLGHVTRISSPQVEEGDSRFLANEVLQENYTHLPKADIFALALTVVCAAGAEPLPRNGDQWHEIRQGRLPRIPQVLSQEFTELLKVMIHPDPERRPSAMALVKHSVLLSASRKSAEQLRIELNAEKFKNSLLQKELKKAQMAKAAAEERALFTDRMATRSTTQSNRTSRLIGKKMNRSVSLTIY
Runt-CBFb FRET: blocks binding of human RUNX1 Runt domain to CBFb | Cerulean-Runt/Venus-CBFb FRET ratio 530/480, 1 h | inhibition, % at 20 µM | hit rate 0.46% among 220,000 | Q01196+Q13951;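 active = inhibition over about 50% at 20 µM in the single-dose screen, limit read from the data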;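 note: 0% = DMSO wells and 100% = excess unlabeled CBFb competitor control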
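Assay system: Cerulean-Runt domain / Medium: Tris 50 mM pH 7.5, KCl, K2SO4, 0.01% BSA / Timing: protein complex preformed 1 h, compound exposure 1 h, room temperature, dark / Measured by: FRET, excitation 422 nm, emission at 530 and 480 nm / Evaluation: loss of energy transfer signal / Control set: 5 µM unlabeled CBFb as full-inhibition high control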
hK5 inh: kallikrein 5 (human) inhibition; inhibition, % at 5 µM; Q9Y337; recombinant hK5, fluorogenic AMC substrate cleavage; hit rate 0.59% among 210,000;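 active = inhibition of 40% or more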;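 note: 0% = enzyme controls without compound and 100% = no-enzyme blanks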
FXIa inh 1536: inhibitors of human coagulation factor XIa | P03951 | purified FXIa, Boc-Glu-Ala-Arg-AMC fluorogenic substrate | inhibition, % at 5 µM | hit rate 0.14% among 220,000 | AID 798;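 active = inhibition of at least 40%; inactive = inhibition below 40%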;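 note: fluorescence of freed AMC excited at 355 nm; 0% = enzyme without compound and 100% = no enzyme blank; many of its hits are not listed in these tables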
Runt-SMMHC FRET: Runt domain-CBFb-SMMHC interaction inhibition; Q01196+Q13951; Cerulean-Runt/Venus-CBFb-SMMHC FRET ratio 530/480, 1 h; inhibition, % at 20 µM; hit rate 0.74% among 220,000; AID 1434;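 active = mean inhibition across duplicate retests at 20 µM reaching about 50%, limit read from the data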;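 note: 0% = DMSO wells and 100% = wells with excess untagged CBFb-SMMHC; inhibitors lower the FRET ratio by blocking Runt binding to CBFb-SMMHC; some results filed as inactive read as strong as hits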
FXIIa inh 1536: inhibitors of human coagulation factor XIIa; hit rate 0.3% among 220,000; inhibition, % at 5 µM; purified FXIIa, Boc-QGR-AMC fluorogenic substrate, 2 h; P00748; in the data active = inhibition above about 40%;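 note: 0% = enzyme with no compound and 100% = blank without enzyme; many of its hits are not listed in these tables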
thrombin 1536: thrombin (human) inhibition | inhibition, % at 5 µM | P00734 | AID 1046 | alpha-thrombin, Boc-VPR-AMC fluorogenic substrate cleavage | hit rate 0.26% among 220,000;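 active = inhibition at or above 40%; inactive = inhibition below 40%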;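 note: 0% = enzyme with no compound and 100% = wells without enzyme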
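signal = AMC fluorescence, 355/460 nm | material = human alpha-thrombin enzyme | control set = enzyme without compound as high, wells lacking enzyme as low | times = reaction at room temperature | read-out basis = percent inhibition scaled between no-compound controls and no-enzyme blanks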
Hck Nef HTS: inhibitors of human Hck kinase activated by Nef | hit rate 0.68% among 220,000 | Recombinant Hck-YEEI plus Nef, Z-Lyte FRET kinase assay | P08631 | inhibition, % at 20 µM;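 active = Hck-Nef kinase inhibition above about 50%, limit read from the data; inactive = inhibition below that limit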;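 note: 0% = DMSO with Hck plus Nef and 100% = Hck alone without Nef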
14-3-3 Bad inh: disrupts binding of bovine 14-3-3 zeta to phospho-Bad peptide | TR-FRET 14-3-3zeta/Dy647-pBad peptide displacement, 1 h | inhibition, % at 21.7 µM | AID 781 | hit rate 0.71% among 220,000 | P63103;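 active = inhibition above about 70%, limit read from the data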;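 note: 0% = full 14-3-3 plus peptide FRET controls and 100% = background without 14-3-3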
Target sequence (P63103 whole entry, looked up): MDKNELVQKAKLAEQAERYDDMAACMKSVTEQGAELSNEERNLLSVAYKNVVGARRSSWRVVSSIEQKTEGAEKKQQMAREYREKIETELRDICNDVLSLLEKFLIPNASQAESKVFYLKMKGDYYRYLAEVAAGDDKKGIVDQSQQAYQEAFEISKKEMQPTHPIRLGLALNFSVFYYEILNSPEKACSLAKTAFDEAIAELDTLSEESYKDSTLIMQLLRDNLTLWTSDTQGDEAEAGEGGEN
* hit, by the source's call; x = not tested or not shown; [ ] = another dose, or the depositor's remark.

FXIa inh 1536	FXIIa inh 1536	Wee1 degr inh	Runt-CBFb FRET	14-3-3 Bad inh	Runt-SMMHC FRET	hK5 inh	Hck Nef HTS	thrombin 1536	Compound
3	15	0	3	9	-1	8	-15	-3	Cc1nc2c(Br)cc(Br)cc2cc1O
-12	9	0	1	-6	2	-25	1	1	COc1ccccc1OCc1ccc(C(=O)NCC2CCCO2)o1 (stereo not drawn)
0	8	1	1	2	1	9	-2	1	CCn1c2ccccc2c2cc(NC(=O)COc3ccc(OC)cc3)ccc21
26	38	0	0	1	-1	26	-6	17	FC(F)Oc1ccc(-n2cc(-c3ccc(Cl)cc3)[n+]3c2CCCCC3)cc1
-10	2	6	0	-1	-3	-11	-2	-3	c1ccc2[nH]c(NCCCN3CCOCC3)nc2c1
5	12	-2	1	0	0	2	-1	0	O=c1oc2ccccc2c(Nc2cccc3ccccc23)c1[N+](=O)[O-]
2	7	4	0	-1	-1	-2	11	-2	CCOC(=O)c1cnn(-c2ccc([N+](=O)[O-])cc2)c1N
0	2	-3	0	0	0	-8	5	-3	CCCOc1ccc(/C=N/Nc2cccc([N+](=O)[O-])c2)c(O)c1
5	12	1	-1	5[fluorescence artefact?]	4	23	0	-2	Cc1cnc(C(=O)OCC(=O)Nc2cc(S(=O)(=O)N3CCCCC3)ccc2Cl)cn1
-8	19	1	-4	-12[fluorescence artefact?]	1	-18	-1	-7	CCOC(=O)c1sc(NC(=O)c2cccc(S(=O)(=O)N3CCN(C)CC3)c2)cc1C
2	6	0	6	0	-2	8	3	14	O=C(O)c1cc([N+](=O)[O-])c(NCCC2=CCCCC2)c([N+](=O)[O-])c1
4	13	-1	-4	-3	1	-10	7	0	O=C(Nc1ccccc1-c1ccccc1NC(=O)c1ccco1)c1ccco1
-4	7	1	-2	-6[fluorescence artefact?]	0	-6	-22	-9	Brc1ccc(-c2csc3ncnc(-n4nnc5ccccc54)c23)cc1
-4	5	2	0	2	4	-2	-6	-7	COc1ccc(-n2nc(C(=O)NCC(=O)NCC3COc4ccccc4O3)c3ccccc3c2=O)c(OC)c1 (stereo not drawn)
6	28	4	0	-10	2	39	0	19	CC(C)N(Cc1ccccc1)C(=O)COC(=O)c1ccc2c(c1)OCCO2
0	0	1	-4	18	1	-22	0	-4	CC1CN(c2oc(COc3ccc(Cl)cc3Cl)nc2C#N)CC(C)O1 (stereo not drawn)
-9	5	1	0	10[fluorescence artefact?]	2	-7	1	-10	CCOC(=O)C(Cc1ccc(NC(=O)/C(=C\c2ccccc2)NC(=O)c2ccccc2)cc1)N1C(=O)c2ccccc2C1=O (stereo not drawn)
-1	8	-3	-20	6	0	-1	15	x	CCCC(c1nnnn1CCOC)N1CCN(c2nc3ccccc3s2)CC1 (stereo not drawn)
6	8	-1	-2	-27	5	-23	3	1	COC(=O)c1nn(Cc2ccccc2)c(=O)c2ccccc12
4	17	-1	-2	-7	0	-13	2	0	CC(C)CNC(=O)NC(=O)COC(=O)c1cc(F)cc(F)c1
5	14	-2	-3	9	3	-3	1	-3	Cn1c(SCC(=O)N2CCCCC2)nc2c([nH]c3ccccc32)c1=O
-2	7	1	-9	7	-3	-12	7	-3	CCOc1ccc(-c2nc(-c3ccccc3)no2)cc1OCC
-12	2	-1	-8	-8	-1	-3	2	-5	NC(=O)Nc1cccc2ccccc12
3	9	2	0	-7	-5	-7	12	-3	Cc1cc(C)n2cc(CSc3nc4cc(Cl)ccc4o3)nc2n1
1	7	1	x	7	x	3	12	-5	Cc1ccc(S(=O)(=O)N2CCN(C(=O)CC(C)C)CC2)cc1
0	12	1	0	-12	2	2	1	0	CC(C)(C)/C(O)=C(/C#N)c1nc2ccccc2[nH]1
5	11	-6	-1	-1	-5	6	2	5	Cc1ccc(S(=O)(=O)NCC(=O)OC2CCOC2=O)cc1 (stereo not drawn)
1	3	-3	2	-5[fluorescence artefact?]	-2	-16	1	-5	Fc1ccc(N/N=C2/CC(c3ccccc3)Oc3ccccc32)c(F)c1 (stereo not drawn)
-4	-17	-1	0	-6	0	-9	0	-8	O=C(CN(C(=O)CCC(=O)Nc1nccs1)c1ccccc1F)NCC1CCCO1 (stereo not drawn)
-1	18	0	2	-12	2	-2	-12	-4	CC1COC(=O)C(NNc2ccc(Cl)c(Cl)c2)=N1 (stereo not drawn)
4	12	-2	0	-15	0	-4	-1	-5	Cc1cccc(NC(=O)NNS(=O)(=O)c2ccc(F)cc2)c1
7	7	1	0	-15	4	26	-2	-1	Cc1ccc(P(=Nc2ccccc2)(N2CCOCC2)N2CCOCC2)o1
1	9	5	1	-15	-3	15	29	0	CC(C)c1cccc(C(C)C)c1NC(=O)COC(=O)[C@H](C)NC(N)=O
-9	-10	4	-3	58	4	-25	-1	-7	CC1CCN(c2ccc(C(=O)NCc3cccs3)cn2)CC1
13	7	-3	0	-7	5	-1	29	-3	Cc1ccc(OCc2ccc(C(=O)Nc3ccc(S(N)(=O)=O)cc3)o2)cc1
9	11	-1	-2	12	0	-10	2	4	COC(=O)c1oc2ccc(Br)cc2c1-n1cccc1
10	19	-1	3	-4	-1	-7	-5	1	Cc1ccc(C(=O)CSc2ncnc3sc4c(c23)CCC(C)C4)cc1 (stereo not drawn)
-3	16	4	x	-9[fluorescence artefact?]	4	-14	0	1	Cc1nnc(NCc2ccco2)s1
0	10	1	4	1	2	-1	3	-2	O=C(CN1CCN(Cc2ccc(Cl)cc2)C1=O)NCCCN1CCN(c2ccc(F)cc2)CC1
-12	-18	-3	0	27[fluorescence artefact?]	1	-15	-2	-6	CCOc1cc(CNCCN(C)C)c(Cl)cc1OCC(=O)NCCc1ccccc1
-3	6	-1	-3	-2	-5	-4	11	-4	Cc1ccc(-n2c(=O)[nH]cc(C(=O)Nc3ccc4c(c3)OCCO4)c2=O)cc1C
-4	x	-1	-1	-11	-2	-3	-16	-4	CCOCCc1nnc(NC(=O)C(C)Oc2ccccc2)s1 (stereo not drawn)
1	16	1	1	-6[fluorescence artefact?]	0	-10	-19	0	COc1cc(CNn2cnnc2)ccc1OCC(=O)NC1CCCCC1
6	1	0	-1	13[fluorescence artefact?]	-1	-8	1	-3	CCn1c2c(c(C)cc1=O)C(=O)CC(C)(C)C2
6	11	0	1	4	1	6	10	-2	CC1=CC(C)(C)NC(=O)N1c1ccc(C)cc1
4	-5	3	2	4	1	3	0	-5	COc1ccc(N2CCN(C(=O)CSc3ccccc3N)CC2)cc1
-10	2	-1	1	-4	0	-6	15	-26	O=C(Nc1ccc(C(=O)O)cc1)/C(=C/c1cccc(Br)c1)NC(=O)c1ccco1
-4	6	3	-2	-4	4	-4	4	-2	Cn1c(SCC(=O)N(Cc2ccccc2)C(C)(C)C)nc2ccccc21
-8	4	-1	1	0	1	-10	1	1	COC(=O)c1ccccc1NC(=O)CCS(=O)(=O)c1ccc(Br)s1
-9	-10	-1	-2	-5	-4	5	-8	-9	CCCN1Cc2cccc(C(=O)NCCCOC(C)C)c2C1=O

Part of the list above, showing only Runt-SMMHC FRET, 14-3-3 Bad inh and Hck Nef HTS:
mol,Runt-SMMHC FRET,14-3-3 Bad inh,Hck Nef HTS
Cc1ccc(P(=Nc2ccccc2)(N2CCOCC2)N2CCOCC2)o1,4,-15,-2
Cc1ccc(OCc2ccc(C(=O)Nc3ccc(S(N)(=O)=O)cc3)o2)cc1,5,-7,29
Fc1ccc(N/N=C2/CC(c3ccccc3)Oc3ccccc32)c(F)c1 (stereo not drawn),-2,-5[fluorescence artefact?],1
Cc1ccc(S(=O)(=O)NCC(=O)OC2CCOC2=O)cc1 (stereo not drawn),-5,-1,2
Cc1nnc(NCc2ccco2)s1,4,-9[fluorescence artefact?],0

The listing picks up, starting two compounds before the break.
FXIa inh 1536	FXIIa inh 1536	Wee1 degr inh	Runt-CBFb FRET	14-3-3 Bad inh	Runt-SMMHC FRET	hK5 inh	Hck Nef HTS	thrombin 1536	Compound
-8	4	-1	1	0	1	-10	1	1	COC(=O)c1ccccc1NC(=O)CCS(=O)(=O)c1ccc(Br)s1
-9	-10	-1	-2	-5	-4	5	-8	-9	CCCN1Cc2cccc(C(=O)NCCCOC(C)C)c2C1=O
5	9	4	-1	-2	1	3	1	1	Cc1ccc(N2C(=O)[C@@H]3C(c4ccc(F)cc4)=NO[C@@H]3C2=O)cc1
7	18	0	-1	21	-1	17	-2	31	COc1ccc(-c2cc(C(=O)Nc3ccc(O)cc3)c3ccccc3n2)cc1OC
-4	4	-1	-2	-3[fluorescence artefact?]	1	-16	1	-5	O=C1NC2(CCCCC2)Cc2ccccc21
-4	8	1	-85	-10	-14	-26	10	-7	Cc1ccc(C2C=C(c3ccc4c(c3)OCO4)Nc3ncnn32)cc1 (stereo not drawn)
-4	4	-2	-11	-1	0	13	0	-5	O=C(CCN1c2ccccc2Sc2ccccc21)OCC(=O)N1CCN(C(=O)c2ccco2)CC1
-2	10	1	-1	-5	6	-1	1	5	O=C(COc1ccc(Br)cc1F)NC1CCN(Cc2ccccc2)CC1
-2	1	-3	1	-1	-4	-6	-6	-11	CC(CC(=O)Nc1nc2ccccc2[nH]1)n1ccnc1 (stereo not drawn)
1	6	-1	-1	-12	-1	-5	-4	-5	O=C(Nc1ccc2c(c1)OCO2)C(c1ccc(Cl)cc1)N1CCC2(CC1)OCCO2 (stereo not drawn)
5	14	-4	-2	-3	-2	-9	5	1	C/C(CC(=O)NCc1ccc(Cl)cc1)=N\NC(=O)Cc1ccccc1
3	9	3	1	-6	-2	-2	1	2	Cn1nc(C(F)(F)F)c(/C=N/OC(=O)c2ccccc2)c1SCc1ccccc1Cl
3	8	0	2	1	-1	4	16	6	COc1cc(/C=N/NC(=O)c2ccc(O)cc2)ccc1OCC(=O)N1CC(C)OC(C)C1 (stereo not drawn)
-2	-18	1	-1	-8	-1	12	0	34	c1ccc2sc(SCc3ccc(-c4nnco4)cc3)nc2c1
7	15	3	1	-10	0	-7	-1	1	CCC(C)NC(=O)c1ccc(COc2ccccc2Cl)cc1 (stereo not drawn)
2	11	-2	-2	2	-1	3	23	2	CN1CCN(C(=O)C2=C[C@H](c3csc4ccccc34)C[C@H](OCc3ccc(CO)cc3)O2)CC1
3	11	-1	-1	-6	-2	21	1	2	CN(c1ccccc1)S(=O)(=O)c1cccc(C(=O)OCC(=O)NCCCN2CCCC2=O)c1
1	9	-5	-2	-1	5	8	23	-12	O=C(CCC(=O)N(CC(=O)NC1CCCC1)Cc1ccc2c(c1)OCO2)Nc1nccs1
26	28	5	x	0	2	-10	-2	-1	O=C1CC(c2ccc3c(c2)OCO3)CN1 (stereo not drawn)
-7	-1	-3	-2	-5	-3	-9	1	-3	COc1ccc(-c2ccc(SCC(=O)N3CCCC3)nn2)cc1OC
-2	-9	-2	1	-15[fluorescence artefact?]	-2	-15	0	-4	COC(=O)c1ccc2c(=O)n(CCN3CCOCC3)c(=S)[nH]c2c1
1	20	-2	x	28	-10	-68	-2	6	COC(=O)/C=C1/S/C(=N/NC(=O)c2ccccc2)NC1=O

High-throughput results deposited in PubChem by several laboratories.
